A549 tox: Nrf2 qHTS screen for inhibitors: counterscreen for cytotoxicity | A549 ARE-Fluc cells, CellTiter-Fluor viability, 18-24 h | Potency, µM (highest dose often 46 µM), for inactives: at the highest dose activity change, negative = cytotoxicity, actives largely listed as inhibitors | 0.16% of 390,000 active | AID 504648, 2011; note: potency is the fitted concentration of half-maximal effect; % is set by controls: 0 for no effect and ±100 for the full control effect
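A549 ARE_Fluc cells in 5% FBS OPTI-MEM were exposed to compounds in concentration-response for 18-24 h at 37 deg C. Viability was read by CellTiter-Fluor fluorescence (Ex 405/Em 525) after 30 min, before the luciferase read.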
IL-2 act: qHTS of IL-2 Activators; IL-2 activation reporter assay, cell-based qHTS; stimulated with anti-CD3/CD4/CD28 beads; in transgenic mouse T cells; activation, % (series mostly up to about 46 µM); 0.065% of 360,000 active; AID 652025, 2013; in the data active = activation above about 50%; inconclusive = mostly about 30% to 49%; note: 0% is about no effect
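Unstimulated transgenic mouse T cells preincubated 60 min with compound, then stimulated with anti-CD3/anti-CD4-coated beads plus anti-CD28 for 18 h at 37 degrees C. IL-2 response read as EGFP and DsRed fluorescence by plate cytometry.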
ATXN viability: Viability Counterscreen for Primary qHTS for Inhibitors of ATXN expression. S2 cells (HEK-293 line with an ATXN2-luciferase reporter) viability, CellTiter-Fluor protease fluorescence, 24 h. 0.49% of 400,000 active. AID 651635, 2014. Potency, µM (top dose mostly 56.7 µM), usual class: cytotoxic; note: potency is the fitted concentration of half-maximal effect; nearly all actives have a fitted effect of over 40% in size
ATXN2 expr inh: Primary qHTS for Inhibitors of ATXN expression; HEK-293 ATXN2-luciferase reporter, luminescence, 24 h; Potency, µM (titrated, usually from 57 µM), for the others: at the highest dose activity change, negative = inhibition, hits mostly inhibitors; 0.72% of 360,000 active; AID 1745845, 2022; note: potency is the fitted concentration of half-maximal effect; % is set by controls: 0 for no effect and ±100 for the full control effect; nearly all actives have a fitted effect of over 55% in size
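qHTS (up to 57 uM final) was run with 24 h compound exposure of reporter cells at 37 °C. Each well was multiplexed: SteadyGlo luminescence measured ATXN2-luciferase expression after a fluorogenic Gly-Phe-AFC viability readout (25 uM final).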
HepG2 tox: qHTS for Inhibitors of TGF-b: Cytotox Counterscreen; HepG2 CAGA-GFP viability, ATP luminescence, 18 h; Potency, µM (titrated, usually from 46.1 µM), for the others: top-dose activity change, negative = cytotoxicity, hits mostly cytotoxic; 0.76% of 410,000 active; note: potency is the fitted concentration of half-maximal effect; some results filed as inactive show a strong effect at the top dose
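CellTiter-Glo luminescence gave cytotoxicity after 18 hours at 37 degrees C. The cells were HepG2 CAGA-GFP in 1% FBS DMEM, stimulated with 500 pg/mL TGF-beta after compound addition. %Activity was normalised to no-cell wells (complete cell-killing) and DMSO (no toxicity), and curves were fitted and classified.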
TGFb inhibitor: qHTS for Inhibitors of TGF-b | AID 588855, 2011 | Potency, µM (titrated, usually from 46.1 µM), for inactives: top-dose activity, negative = inhibition, usual class: inhibitors | HepG2 CAGA-GFP TGF-b/SMAD3 reporter, GFP fluorescence, 18 h; TGF-beta stimulated, 500 pg/mL final | 1.2% of 410,000 active; note: potency is the fitted concentration of half-maximal effect; % is set by controls: 0 for no effect and ±100 for the full control effect; nearly all actives have a fitted effect of over 65% in size
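Inhibition of TGF-beta-driven CAGA-GFP reporter expression in HEPG2 cells is measured by cellular GFP fluorescence after 18 h stimulation with 500 pg/mL recombinant TGF-beta in 1% FBS medium at 37 degrees C.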
EPAC2 ag: qHTS for Agonist of cAMP-regulated guanine nucleotide exchange factor 4 (EPAC2): primary screen. Rap guanine nucleotide exchange factor 4 (Homo sapiens), Q8WZA2. EPAC2 activation, biochemical qHTS; response scale: 100% = 6.5 mM cAMP response. Potency, µM (doses to about 154 µM), inactives show top-dose activation, usual class: activators. 0.079% of 360,000 active; note: potency is the fitted concentration of half-maximal effect; nearly all actives have a fitted effect of over 50% in size
Target sequence (Q8WZA2 whole entry, looked up): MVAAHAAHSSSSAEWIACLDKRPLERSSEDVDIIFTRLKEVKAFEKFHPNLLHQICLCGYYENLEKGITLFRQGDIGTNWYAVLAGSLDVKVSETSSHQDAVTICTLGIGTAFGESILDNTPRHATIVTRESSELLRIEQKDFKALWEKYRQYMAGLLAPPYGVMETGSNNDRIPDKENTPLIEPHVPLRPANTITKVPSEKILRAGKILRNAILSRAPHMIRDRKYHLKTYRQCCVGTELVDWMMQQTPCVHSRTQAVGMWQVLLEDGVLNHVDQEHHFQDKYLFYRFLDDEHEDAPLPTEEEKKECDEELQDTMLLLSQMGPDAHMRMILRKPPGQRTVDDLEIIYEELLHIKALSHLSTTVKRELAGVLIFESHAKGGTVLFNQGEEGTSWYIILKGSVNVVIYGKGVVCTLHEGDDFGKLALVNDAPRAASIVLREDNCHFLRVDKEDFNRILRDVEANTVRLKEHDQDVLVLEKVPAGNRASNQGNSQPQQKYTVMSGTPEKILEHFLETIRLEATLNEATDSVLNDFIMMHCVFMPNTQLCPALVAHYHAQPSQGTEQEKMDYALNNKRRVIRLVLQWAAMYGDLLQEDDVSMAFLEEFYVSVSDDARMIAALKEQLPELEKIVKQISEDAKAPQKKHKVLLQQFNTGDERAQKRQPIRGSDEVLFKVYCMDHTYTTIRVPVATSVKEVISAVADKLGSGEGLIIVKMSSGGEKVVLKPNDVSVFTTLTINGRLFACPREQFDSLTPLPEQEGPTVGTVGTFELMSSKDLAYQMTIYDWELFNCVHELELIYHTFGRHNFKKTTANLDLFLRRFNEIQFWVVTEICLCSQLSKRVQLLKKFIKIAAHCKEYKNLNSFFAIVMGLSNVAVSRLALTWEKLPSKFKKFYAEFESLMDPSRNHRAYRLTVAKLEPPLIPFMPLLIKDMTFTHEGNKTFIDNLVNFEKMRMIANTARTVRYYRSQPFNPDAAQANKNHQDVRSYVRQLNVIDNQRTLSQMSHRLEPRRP
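Fluorescence exchange assay: 100 nM EPAC2 with 250 nM RAP1B-BODIPY-GDP and 50 uM GDP; compounds tested as a concentration-titration series (qHTS). Loss of Rap1-bound BODIPY-GDP fluorescence read at 480/540 nm; data normalized to 6.5 mM cAMP.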
Nrf2 inh: Nrf2 qHTS screen for inhibitors. A549 ARE-Fluc reporter, luciferase luminescence, 18-24 h. Potency, µM (doses to about 46 µM), for the others: at the top dose activity change, negative = inhibition, usual class: inhibitors. 2.1% of 360,000 active; note: potency is the fitted concentration of half-maximal effect; % is set by controls: 0 for no effect and ±100 for the full control effect; nearly all actives have a fitted effect of over 60% in size
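A549 ARE_Fluc cells (5000/well, 5% FBS OPTI-MEM) pre-incubated 2 h, then treated with compounds 18-24 h at 37C/5% CO2 in concentration-response. CellTiter-Fluor viability read first; BugLite luciferase luminescence after 15 min at room temperature gives Nrf2 activity.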
Nrf2 activator: qHTS of Nrf2 Activators | AREc32 ARE-luciferase reporter (MCF7-derived line), luminescence, 24 h | Potency, µM (series often up to 46.1 µM), without a hit: at the highest dose activation, usual class: activators | 0.31% of 410,000 active | AID 624171, 2012; note: potency is the fitted concentration of half-maximal effect; % of control where 0% means no effect; nearly all actives have a fitted effect of over 65% in size
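ARE-driven firefly luciferase activity in AREc32 cells measured after a 24 hr compound exposure at 37 deg C, using Steady-Glo reagent and a 30 min room-temperature hold.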
* = called active by the depositor; i = inactive; ? = inconclusive; . = no result given; [ ] = dose if it differs, or a comment. Unless noted, calls come from the whole dose curve; as a rule, active = well fitted curve in the direction sought with a large enough effect; inconclusive = small, poorly fitted or top-dose-only effect, or another doubt; inactive = no such curve, though single readings can be large; an effect the other way counts as inactive or inconclusive.

SMILES	A549 tox	IL-2 act	ATXN viability	ATXN2 expr inh	HepG2 tox	TGFb inhibitor	EPAC2 ag	Nrf2 inh	Nrf2 activator
COc1ccc(N(C(C)C(=O)Nc2ccc(S(=O)(=O)N3CCCCC3)cc2)S(C)(=O)=O)cc1 (stereo not given)	-9%	-0.5	i	0%	7%	7%	17%	-14%	-0.7%
CSc1nc(-c2ccc(Cl)cc2)nc(N)c1C#N	-7%	-1.1	?	?	8%	-2%	8%	?	?
Cc1cc(C)cc(NC(=S)NCCN(C2CCCCC2)C2CCCC2)c1	6%	-0.2	.	.	-59%	?	16%	-6%	0.2%
C=CCOC(=O)C(C(=O)Cc1ccccc1)c1ccccc1 (stereo not given)	-7%	-0.7	i	6%	6%	1%	12%	18%	-0.2%
CCOC(=O)C1C(=O)CC(C)(O)C(C(=O)OCC)C1c1ccco1 (stereo not given)	0%	1.3	i	7%	-69%	8%	-6%	-1%	2.6%
O=C1NCCN/C1=C\C(=O)c1ccc(Cl)cc1	-9%	-0.1	i	80%[activator]	3%	-19%	10%	?	-0.2%
CCCn1cnc2sc(CC)cc2c1=O	-9%	0.1	i	1%	3%	0%	-11%	9%	-0.2%
COC(=O)c1[nH]c(C)c(/C(O)=C2\C(=O)C(=O)N(CCN(C)C)C2c2cccc(OC)c2OC)c1C (stereo not given)	5%	0.4	i	-3%	-19%	1%	10%	?	0.2%
CCN(CC)c1ccc(NC(=O)c2cccn2-c2nnc(N3CCCCC3)s2)c(C)c1	-4%	.	.	.	-35%	?	.	?	3.4%
COc1ccc(NC(=O)CC2C(=O)N(c3cccc(C)c3)C(=O)N2Cc2cccnc2)cc1 (stereo not given)	-1%	.	.	.	-8%	-10%	.	?	-1.0%
Cc1ccc(Oc2coc3cc(O)ccc3c2=O)cc1	1%	-0.9	i	11%	-8%	-1%	7%	9.2µM*	-0.6%
O=C1CCCN1CCCNC(=S)Nc1ccc(F)cc1	-3%	-1.2	i	-19%	-37%	-10%	8%	-15%	3.1%
CC(=O)Nc1ccc2c(c1)N(S(=O)(=O)c1cccs1)CCC2	-4%	-0.2	?	12%	-4%	0%	-2%	-10%	3.5%
C(=N\c1nc2ccccc2[nH]1)/c1cccs1	-2%	-3.7	i	7%	2%	1%	-1%	3%	-0.4%
COCCNC(=O)CSc1nc(-c2cc(OC)c(OC)c(OC)c2)[nH]c1-c1ccc(Cl)cc1	-9%	.	.	.	-39%	?	.	5%	17%
C#CCOC(=O)Nc1cnccc1C(F)(F)F	-8%	0.2	i	11%	18%	-21%	9%	6%	-0.3%
Cc1c(NS(=O)(=O)c2ccc3c(c2)NC(=O)CC(=O)N3)cccc1[N+](=O)[O-]	-1%	-1.2	i	8%	3%	14%	0%	0%	-0.5%
COc1cc(=O)oc(CCC(C)O)c1C (stereo not given)	3%	0.3	i	0%	-8%	-2%	4%	-5%	-0.9%
Cc1ccc(NC(=O)C2(C)CCN2C2Cc3ccccc3C2)cc1 (stereo not given)	.	-0.3	i	12%	-8%	?	5%	.	0.4%
COc1ccc(/C(C)=N/NC(=O)CN(c2ccc(OC)cc2)S(=O)(=O)c2ccccc2)cc1	3%	2.0	i	.	-2%	-11%	7%	2%	-0.7%

Profiles, quoted from the list. Order of screens: A549 tox | IL-2 act | ATXN viability | ATXN2 expr inh | HepG2 tox | TGFb inhibitor | EPAC2 ag | Nrf2 inh | Nrf2 activator
Entry for C=CCOC(=O)C(C(=O)Cc1ccccc1)c1ccccc1 (stereo not given) = -7% | -0.7 | i | 6% | 6% | 1% | 12% | 18% | -0.2%
Entry for CSc1nc(-c2ccc(Cl)cc2)nc(N)c1C#N = -7% | -1.1 | ? | ? | 8% | -2% | 8% | ? | ?

Additional entries.
SMILES	A549 tox	IL-2 act	ATXN viability	ATXN2 expr inh	HepG2 tox	TGFb inhibitor	EPAC2 ag	Nrf2 inh	Nrf2 activator
CCCC(=O)N1CCC1(C)C(=O)NS(=O)(=O)c1ccccc1 (stereo not given)	.	0.5	i	12%	0%	5%	11%	.	0.4%
COC(=O)c1cnc(Nc2ccc(Cl)cc2)c([N+](=O)[O-])c1	-1%	4.3	i	-16%	-155%	-6%	0%	11%	-0.5%
CCc1ccccc1N1C[C@@]23C=C[C@@H](O2)C(C(=O)OCC(C)C)[C@H]3C1=O (stereo not given in full)	0%	-1.0	i	18%	5%	12%	-3%	.	0.2%
Nc1c(C(=O)N2CCCCC2)sc2nc3c(cc12)CCCC3	2%	-0.1	i	36%	-1%	6%	4%	-2%	0.7%
COc1ccc(C2CC(c3ccc(C)o3)=NN2C(C)=O)cc1 (stereo not given)	14%	0.7	i	61%[activator]	1%	2%	-6%	?	4.3%
COc1ccc(-n2nc(C)c3c(=O)c4c([nH]c32)CCCC4)cc1	-10%	1.2	i	-10%	-8%	6%	5%	-24%	0.7%
CCC(CC)C(=O)N1CCN(c2ccccc2)CC1	-2%	-1.4	i	-33%	7%	0%	-1%	-14%	0.1%
Cc1cccc(CCNC(=O)CN(C)S(=O)(=O)c2cnc[nH]2)c1	0%	-0.5	i	5%	-19%	-2%	-1%	3%	0.5%
COc1ccc(-c2nn(CC(=O)Nc3ccc(Cl)c(Cl)c3)c(=O)c3ccccc23)cc1	?	0.3	i	4%	15%	5%	11%	.	-0.6%
CC1CC(CC(=O)NC(=S)Nc2ccccc2Cl)C(=O)O1 (stereo not given)	-1%	-3.6	i	.	-12%	-20%	-7%	-2%	0.5%
Cc1c(N=C/C=C/c2ccccc2)c(=O)n(-c2ccccc2)n1C	-2%	-0.5	i	3%	-3%	-8%	10%	.	-1.0%
Cc1cccc(C)c1N1C(=O)CN(Cc2ccccc2)C1=S	11%	-1.8	i	-1%	-16%	-2%	10%	0%	2.4%
O=C(NCc1ccccc1Cl)c1cnc(N2CCCCC2)c2ccccc12	4%	.	.	.	-8%	?	.	.	3.7%
Cc1ccc(NC(=O)CSc2nnc(Cc3csc(C)n3)o2)cc1	11%	-0.5	i	.	-16%	-2%	5%	2%	1.0%
N/C(=N\OC(=O)CCCc1ccccc1)c1cccnc1	2%	0.3	i	12%	-3%	?	-2%	3%	-0.2%
CCOC(=O)C1CCN(S(=O)(=O)c2ccc(OC)c(C(=O)N3CCCCCC3)c2)CC1	1%	1.0	i	-29%	-11%	3%	8%	7%	0.7%
CC(=O)Nc1ccc(S(=O)(=O)NC(C)c2ccncc2)cc1 (stereo not given)	-2%	-0.5	i	-3%	-1%	-13%	-1%	-17%	-0.3%
CC(C)CN(C(=O)CSc1nnc(C2CC2)n1-c1ccccc1)C1CCS(=O)(=O)C1 (stereo not given)	4%	-0.3	i	7%	-22%	-5%	4%	-3%	-1.1%
Cc1noc(C)c1S(=O)(=O)N(CC(=O)N1CCn2c1nc1ccccc12)c1ccc(C(C)C)cc1	-6%	0.7	i	9%	0%	5%	-3%	11%	12%
Cc1cc(C)cc(NC(=O)c2sc3nc4n(c(=O)c3c2C)CCC4)c1	5%	0.8	i	6%	1%	-22%	3%	0%	0.1%
COCC1CCCN(C(=O)c2cc(COc3ccc(C(C)=O)cc3)on2)C1 (stereo not given)	1%	-1.7	i	71%[activator]	-19%	0%	-2%	?	3.3%
O=C(NN=C1CCN(Cc2ccccc2)CC1)c1cccc(S(=O)(=O)Nc2ccccc2Cl)c1	-3%	-0.4	i	-9%	-22%	-16%	8%	4%	0.1%
Cc1ccc2c(c1)N(CC(=O)N1CCCCCC1)C(=O)C(C)O2 (stereo not given)	-4%	-0.4	i	-5%	-35%	2%	10%	-1%	0.4%
CCCc1cc(C(=O)Nc2sc3c(c2C(=O)OCC)CCCC3)no1	1%	-1.1	i	-9%	1%	11%	8%	18%	-0.3%
CN1CCN(C(=O)c2cccc(S(=O)(=O)N3CCCC3)c2)CC1	-10%	0.8	i	-7%	8%	-3%	13%	-19%	-0.3%
COC(=O)c1cc2c(n(-c3ccccc3)c1=O)CCCC2=O	-2%	-0.7	i	-2%	-3%	-18%	7%	1%	0.5%
O=C1C=C(Nc2cccc(O)c2)CC(c2ccco2)C1 (stereo not given)	2%	1.2	i	3%	1%	-3%	8%	1%	?

Copied from above (6 entries):
SMILES	A549 tox	IL-2 act	ATXN viability	ATXN2 expr inh	HepG2 tox	TGFb inhibitor	EPAC2 ag	Nrf2 inh	Nrf2 activator
COc1ccc(-n2nc(C)c3c(=O)c4c([nH]c32)CCCC4)cc1	-10%	1.2	i	-10%	-8%	6%	5%	-24%	0.7%
CCC(CC)C(=O)N1CCN(c2ccccc2)CC1	-2%	-1.4	i	-33%	7%	0%	-1%	-14%	0.1%
Cc1cccc(CCNC(=O)CN(C)S(=O)(=O)c2cnc[nH]2)c1	0%	-0.5	i	5%	-19%	-2%	-1%	3%	0.5%
COc1ccc(-c2nn(CC(=O)Nc3ccc(Cl)c(Cl)c3)c(=O)c3ccccc23)cc1	?	0.3	i	4%	15%	5%	11%	.	-0.6%
CC1CC(CC(=O)NC(=S)Nc2ccccc2Cl)C(=O)O1 (stereo not given)	-1%	-3.6	i	.	-12%	-20%	-7%	-2%	0.5%
Cc1c(N=C/C=C/c2ccccc2)c(=O)n(-c2ccccc2)n1C	-2%	-0.5	i	3%	-3%	-8%	10%	.	-1.0%

Assay outcomes deposited in PubChem BioAssay by National Center for Advancing Translational Sciences (NCATS).
